Assay outcomes: PubChem BioAssay, Southern Research Specialized Biocontainment Screening Center
VEEV TC-83 Vero = inhibitors of VEEV TC-83 cytopathic effect, confirmation, Vero cells (AID 588727); Vero cells, VEEV TC-83 cytopathic effect inhibition; higher % means a stronger effect; one-dose inhibition, % at 20 µM; IC50 in µM for titrated hits; 350,000 compounds, 0.13% hits; in the data active = a potency from the dose series; inconclusive = inhibition mostly from about 14% at the one dose, without a potency; inactive = the rest, 99 in 100 with inhibition below about 12%; note: strong numbers were not always called active
Active calls of the source: *; i = inactive; u = inconclusive.

compound: CCCCCCn1c(=O)n2n(c1=O)[C@@H]1CN(S(=O)(=O)c3ccc(C)cc3)C[C@]1(O)[C@@H](OC(=O)NCc1ccccc1F)C2
  VEEV TC-83 Vero = 12%

compound: CC1(C)C(=O)C=C(N2CCCCC2)c2ccccc21
  VEEV TC-83 Vero = i

compound: COc1cccc(NC(=O)N(C)C[C@H]2Oc3cc(C#Cc4ccncc4)ccc3S(=O)(=O)N([C@H](C)CO)C[C@H]2C)c1
  VEEV TC-83 Vero = 9.2%

compound: Nc1ncnc(N)c1NC(=O)c1cc(Cl)c(OCc2ccccc2)c(Cl)c1
  VEEV TC-83 Vero = 1.2%

compound: CSCCC(NC(=O)c1ccccc1Cl)C(=O)NCCOc1ccc(C)cc1 (configuration not stated)
  VEEV TC-83 Vero = 1.5%

compound: CC1(C)CC(=O)C=C(c2ccc(-c3cnc4ccccc4c3)cc2)C1=O
  VEEV TC-83 Vero = 2.8%

compound: CCCCCCN1C[C@@H](O)[C@H](n2cc(C3CC3)nn2)C[C@@H]1c1ccccc1
  VEEV TC-83 Vero = i

compound: COc1ccc(/C=N/NC(=O)c2nnn(-c3nonc3N)c2C)cc1OC
  VEEV TC-83 Vero = 7.4%

compound: CSc1ncccc1C(=O)OCC(=O)c1ccc(Cl)s1
  VEEV TC-83 Vero = 1.4%

compound: Cc1cccc(S(=O)(=O)N(C)C[C@@H]2OCc3cnnn3CCCC(=O)N([C@H](C)CO)C[C@H]2C)c1
  VEEV TC-83 Vero = 1.0%

compound: CC(C)C#Cc1ccc2c(c1)O[C@@H](CN(C)S(=O)(=O)c1cn(C)cn1)[C@@H](C)CN([C@H](C)CO)S2(=O)=O
  VEEV TC-83 Vero = 0.4%

compound: COc1ccc(C(=O)Nc2cc(S(=O)(=O)N3CCCCC3)ccc2C)cc1
  VEEV TC-83 Vero = i

compound: Cc1cc2nc(CN(C)C(=O)C3CCC(=O)N(C4CCCC4)C3)[nH]c2cc1C (configuration not stated)
  VEEV TC-83 Vero = 0.4%

compound: COc1ccccc1N1CCN(C(=O)c2ccc3noc(-c4ccccc4)c3c2)CC1
  VEEV TC-83 Vero = 10%

compound: Cc1ccccc1C(=O)N(C)[C@H]1C[C@H]2c3[nH]c4ccccc4c3CCN2C(=O)[C@H]1[C@H](C)O
  VEEV TC-83 Vero = i

compound: C[C@@H]1CN([C@H](C)CO)C(=O)CCCn2nncc2CO[C@@H]1CN(C)S(=O)(=O)c1ccc2ccccc2c1
  VEEV TC-83 Vero = i

compound: Cc1noc(C)c1NC(=O)Nc1ccc2c(c1)C(=O)N([C@H](C)CO)C[C@H](C)[C@@H](CN(C)S(=O)(=O)c1ccc(Cl)cc1)OCCCC[C@@H](C)O2
  VEEV TC-83 Vero = 0.5%

compound: C=CCN(c1ccc(F)cc1)S(=O)(=O)c1cc(C(=O)NC2CC2)ccc1Cl
  VEEV TC-83 Vero = i

compound: C[C@@H]1CN([C@@H](C)CO)C(=O)CCCn2nncc2CO[C@H]1CN(C)C(=O)Nc1ccc(C(F)(F)F)cc1
  VEEV TC-83 Vero = 1.3%

compound: CNC(=O)C[C@H]1C(=O)N(c2ccc(OC)cc2)C[C@@H]1C
  VEEV TC-83 Vero = i

compound: CCCC1NC(=O)c2cc3ccccc3cc2-n2c1nc1cc(F)ccc1c2=O (configuration not stated)
  VEEV TC-83 Vero = 5.3%

compound: Cc1ccc(S(=O)(=O)N(C)C[C@@H]2OCc3ccccc3-c3c(n(C)c4ccccc34)C(=O)N([C@H](C)CO)C[C@@H]2C)cc1
  VEEV TC-83 Vero = i

compound: COc1cccc(C(=O)NCC2CCCN(C(=O)Cc3cccc(C)c3)C2)c1OC (configuration not stated)
  VEEV TC-83 Vero = 2.2%

compound: Cc1ccc(CNC(=O)CSc2nnc(CNC(=O)c3ccc(F)cc3)o2)cc1
  VEEV TC-83 Vero = 13%

compound: CC1(C)C(=Cc2ccccc2)C(=O)c2ccccc21
  VEEV TC-83 Vero = 0.8%

compound: COc1ccc(CN(C)CCCn2ccc(NC(=O)OCc3ccccc3)nc2=O)cc1OC
  VEEV TC-83 Vero = i

compound: Cc1ccc(Cc2c(-c3ccccc3)nc3ccc(Br)cn23)cc1
  VEEV TC-83 Vero = 0.3%

compound: O=C(C[C@H]1C(=O)N(C2CCCCC2)C[C@@H]1c1ccccc1)Nc1ccc(Br)cc1
  VEEV TC-83 Vero = 1.4%

compound: C[C@@H]1CN([C@@H](C)CO)C(=O)c2cc(Br)cnc2O[C@@H]1CN(C)Cc1cncnc1
  VEEV TC-83 Vero = i

compound: CC1=C2C3OC(=O)C(C)C3CCC2(C)C=C(Cl)C1=O (configuration not stated)
  VEEV TC-83 Vero = 0.4%

compound: O=S1(=O)CCN(Cc2ccncc2)CC1
  VEEV TC-83 Vero = 1.6%

compound: C#CCN(C[C@@H]1[C@@H](OC(=O)Nc2c(C)noc2C)[C@@H](OC(=O)Nc2c(C)noc2C)Cn2c(=O)n(CCCCCC)c(=O)n21)S(=O)(=O)c1ccc(C)cc1
  VEEV TC-83 Vero = 4.5%

compound: O=C(CCc1c[nH]c2ccccc12)OCC(=O)c1ccccc1
  VEEV TC-83 Vero = i

compound: CCCCCC(=O)N1C[C@@H](n2cc(COC(=O)c3ccccc3)nn2)[C@H](O)C[C@@H]1c1ccc(C)cc1
  VEEV TC-83 Vero = i

compound: CC(=O)C1CCC2C3CCC4CC(O)CCC4(C)C3CCC12C#N (configuration not stated)
  VEEV TC-83 Vero = i

compound: CN1OC[C@@H]2CN(S(=O)(=O)c3cccc(C(F)(F)F)c3)[C@H](c3ccc(-c4cccnc4)cc3)C[C@@H]21
  VEEV TC-83 Vero = 4.6%

compound: CC1CCN(C(=O)CSc2nnc(-c3ccco3)n2N)CC1
  VEEV TC-83 Vero = 0.5%

compound: C[C@@H]1CN([C@@H](C)CO)C(=O)CCCn2nncc2CO[C@H]1CN(C)Cc1cccc(O)c1
  VEEV TC-83 Vero = 1.8%

compound: CCCCCCN1C[C@@H](O)[C@H](n2cc(-c3ccc(F)cc3)nn2)C[C@@H]1c1ccc(OC)cc1
  VEEV TC-83 Vero = 0.7%

compound: COc1ccc(C(=O)CC(Sc2ccccc2N)c2ccc(OC)cc2)cc1 (configuration not stated)
  VEEV TC-83 Vero = 5.5%

compound: O=P(O)(Cc1ccccc1)c1ccccc1
  VEEV TC-83 Vero = 1.4%

compound: Cc1cccc(NC(=O)c2nc[nH]c2C(=O)N[C@@H](C)CO)c1
  VEEV TC-83 Vero = 1.4%

compound: CCCCCCN1C[C@@H](O)[C@H](n2cc(COC(=O)c3ccccc3)nn2)C[C@@H]1c1ccc(Cl)cc1
  VEEV TC-83 Vero = i

compound: COc1ccccc1NC(=O)CN(Cc1ccco1)C(=O)c1cc(Cl)c(OC)c(OC)c1
  VEEV TC-83 Vero = 9.2%

compound: CC(=O)c1ccc2c(c1)C1C=CCC1C(C(=O)O)N2 (configuration not stated)
  VEEV TC-83 Vero = 1.6%

compound: Cc1noc(C)c1S(=O)(=O)N(C)C[C@H]1OCc2cnnn2CCCC(=O)N([C@H](C)CO)C[C@H]1C
  VEEV TC-83 Vero = 0.7%

compound: COc1cccc(CNC[C@H]2O[C@@H](n3ccc(N)nc3=O)[C@H](O)[C@@H]2O)c1OCc1ccc(F)cc1Cl
  VEEV TC-83 Vero = i

compound: FC(F)(F)c1cccc(CC2CN(Cc3ccccc3)Cc3ccccc3N2c2cc(Cl)cc(Cl)c2)c1 (configuration not stated)
  VEEV TC-83 Vero = i

compound: COc1ccc(NC(=O)CSc2nnnn2-c2cccc(OC)c2)cc1
  VEEV TC-83 Vero = i

compound: COc1cc(CCC(=O)Nc2cc(S(=O)(=O)N3CCOCC3)ccc2OC(C)C)cc(OC)c1OC
  VEEV TC-83 Vero = i

16 of these compounds in another layout.
molecule	VEEV TC-83 Vero
CCCCCCn1c(=O)n2n(c1=O)[C@@H]1CN(S(=O)(=O)c3ccc(C)cc3)C[C@]1(O)[C@@H](OC(=O)NCc1ccccc1F)C2	12%
CC1(C)C(=O)C=C(N2CCCCC2)c2ccccc21	i
COc1cccc(NC(=O)N(C)C[C@H]2Oc3cc(C#Cc4ccncc4)ccc3S(=O)(=O)N([C@H](C)CO)C[C@H]2C)c1	9.2%
Nc1ncnc(N)c1NC(=O)c1cc(Cl)c(OCc2ccccc2)c(Cl)c1	1.2%
CSCCC(NC(=O)c1ccccc1Cl)C(=O)NCCOc1ccc(C)cc1 (configuration not stated)	1.5%
CC1(C)CC(=O)C=C(c2ccc(-c3cnc4ccccc4c3)cc2)C1=O	2.8%
CCCCCCN1C[C@@H](O)[C@H](n2cc(C3CC3)nn2)C[C@@H]1c1ccccc1	i
COc1ccc(/C=N/NC(=O)c2nnn(-c3nonc3N)c2C)cc1OC	7.4%
CSc1ncccc1C(=O)OCC(=O)c1ccc(Cl)s1	1.4%
Cc1cccc(S(=O)(=O)N(C)C[C@@H]2OCc3cnnn3CCCC(=O)N([C@H](C)CO)C[C@H]2C)c1	1.0%
CC(C)C#Cc1ccc2c(c1)O[C@@H](CN(C)S(=O)(=O)c1cn(C)cn1)[C@@H](C)CN([C@H](C)CO)S2(=O)=O	0.4%
COc1ccc(C(=O)Nc2cc(S(=O)(=O)N3CCCCC3)ccc2C)cc1	i
Cc1cc2nc(CN(C)C(=O)C3CCC(=O)N(C4CCCC4)C3)[nH]c2cc1C (configuration not stated)	0.4%
COc1ccccc1N1CCN(C(=O)c2ccc3noc(-c4ccccc4)c3c2)CC1	10%
Cc1ccccc1C(=O)N(C)[C@H]1C[C@H]2c3[nH]c4ccccc4c3CCN2C(=O)[C@H]1[C@H](C)O	i
C[C@@H]1CN([C@H](C)CO)C(=O)CCCn2nncc2CO[C@@H]1CN(C)S(=O)(=O)c1ccc2ccccc2c1	i

Other entries follow:
compound: [O-][N+](=Cc1c(Cl)cccc1Cl)CC1(O)CCCCC1
  VEEV TC-83 Vero = 2.0%

compound: COc1ccccc1S(=O)(=O)N(C)C[C@@H]1OCc2cnnn2CCCC(=O)N([C@H](C)CO)C[C@H]1C
  VEEV TC-83 Vero = 6.3%

compound: CCOc1ccccc1OCC(=O)NC1CCSc2ccccc21 (configuration not stated)
  VEEV TC-83 Vero = i

compound: CCc1nnc(NS(=O)(=O)c2ccc(NC(=S)NC(=O)/C=C/c3cccs3)cc2)s1
  VEEV TC-83 Vero = 3.0%

compound: CCOc1ccc(NC(=O)c2cccc(S(=O)(=O)NCc3cccnc3)c2)cc1
  VEEV TC-83 Vero = 0.3%

compound: C[C@H]1CN([C@@H](C)CO)S(=O)(=O)c2ccc(Br)cc2O[C@H]1CN(C)C(=O)c1cnccn1
  VEEV TC-83 Vero = 1.7%

compound: O=C(COC(=O)/C=C/c1ccc(Cl)cc1Cl)Nc1cccc(S(=O)(=O)NC2=NCCC2)c1
  VEEV TC-83 Vero = 6.8%

compound: Cc1ccc(NC(=O)COc2ccccc2)cc1S(=O)(=O)N1CCCCC1
  VEEV TC-83 Vero = i

compound: CNC(=O)C1(c2ccccc2)CCCCC1
  VEEV TC-83 Vero = 1.3%

compound: O=C(O)C(=Cc1ccccc1[N+](=O)[O-])c1ccc2c(c1)OCO2
  VEEV TC-83 Vero = 1.8%

compound: C[C@H]1CN([C@@H](C)CO)C(=O)CCCn2nncc2CO[C@@H]1CN(C)C(=O)c1ccc2ccn(C)c2c1
  VEEV TC-83 Vero = 0.9%

compound: Cc1ccc(NC(=O)n2ccc(-c3ccc(-n4ccnc4)cc3)n2)cc1
  VEEV TC-83 Vero = 5.2%

compound: COc1ccc(S(=O)(=O)N(C)C[C@@H]2OCc3cn(nn3)CCCC(=O)N([C@@H](C)CO)C[C@H]2C)cc1
  VEEV TC-83 Vero = 0.3%

compound: COCOCCn1cc(CN2CCS(=O)(=O)N(Cc3ccc(-c4ccc(Cl)cc4)cc3)C(CC(C)C)C2=O)nn1 (configuration not stated)
  VEEV TC-83 Vero = 3.5%

compound: CN(Cc1ccccc1)C(=O)CN1CCN(S(=O)(=O)c2ccccc2F)CC1
  VEEV TC-83 Vero = 0.5%

compound: CC1(C)CC(=O)C=C(c2ccc(-c3cccc4c3sc3ccccc34)cc2)C1=O
  VEEV TC-83 Vero = u

compound: CC1C(=O)N(Cc2cn(CCC3OCCCO3)nn2)CCS(=O)(=O)N1Cc1ccc(-c2ccc(F)nc2)cc1 (configuration not stated)
  VEEV TC-83 Vero = 0.3%

compound: O=C(CCNS(=O)(=O)c1ccc(Br)cc1)NCC(c1cccs1)N1CCOCC1 (configuration not stated)
  VEEV TC-83 Vero = i

compound: COc1cc(C(=O)COC(=O)c2ccc3c(c2)OCCO3)cc(OC)c1OC
  VEEV TC-83 Vero = 3.6%

An excerpt (hit frequency here may not be typical).
